Bioassay records deposited in PubChem BioAssay by several laboratories.
NCOA2 inhibitor: human SRC2 (NCOA2) inhibition; Q15596; HEK293 GAL4-SRC2 luciferase reporter, luminescence; inhibition, % at 9 µM; actives 0.17% (n = 370,000);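 active = inhibition above the mean inhibition of all tested compounds plus 3 SD, set per campaign, cut at about 52% in these data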;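 also: 0% = DMSO treated cells and 100% = cells given Gossypol at 36 µM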
MC4R antag cAMP: antagonists of human melanocortin 4 receptor (MC4R); P32245; MC4R-expressing cells, MTII-stimulated cAMP, LANCE TR-FRET; inhibition, % at 6.5 µM; actives 0.48% (n = 360,000);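 active = inhibition above its plate's cutoff, the mean of tested wells on that plate plus 3 SD, cut at about 29% in these data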;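 also: 0% = Melanotan II alone and 100% = Melanotan II plus saturating MCL0020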
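Assay system: human MC4R-expressing U2OS cells; reagent: Melanotan II stimulation of cells; dosing: 6.5 µM single dose; timing: compound 30 min, challenge 1 h, detection 1 h; signal: TR-FRET cAMP assay; replicates: one well per compound, no replicates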
NCOA3 inh: inhibitors of human steroid receptor coactivator 3 (SRC3). Q9Y6Q9. HEK293 GAL4-SRC3 luciferase reporter, luminescence. inhibition, % at 3.6 µM. actives 0.17% (n = 360,000);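 active = inhibition above a per-campaign cutoff, the mean of all compounds plus 3 SD, cut at about 60% in these data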;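 also: 0% = DMSO-treated cells and 100% = gossypol-treated cells at 36 µM; higher means less SRC3-driven luciferase light from the GAL4 reporter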
NOD2 RIPK2 PPI: NOD2-RIPK2 protein interaction inhibition | O43353 | CHO BLA complementation NOD2-RIPK2, CCF4 ratio | inhibition, % at 4.98 µM | actives 0.38% (n = 360,000) | AID 624267; in the data active = inhibition above about 21%;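 also: 0% = vehicle only and 100% = reference blocker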
NR2F2 inh: blocks human COUP-TFII nuclear receptor; actives 0.7% (n = 370,000); HEK293T NGFI-A luciferase reporter, luminescence; AID 686940; inhibition, % at 8.6 µM; P24468;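 active = inhibition above a per-plate cutoff, mean inhibition of test wells between control levels plus 3 SD, cut at about 38% in these data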;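 also: cells cotransfected with COUP-TFII expression vector driving the NGFI-A reporter; 0% = median of COUP-TF2 test wells and 100% = reporter-only cells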
ABHD5 PLIN5 PPI: blocks binding of human ABHD5 to perilipin-5. AID 602281. Split G. princeps luciferase complementation, luminescence, 4 h. actives 0.78% (n = 360,000). inhibition, % at 4 µM. Q00G26+Q8WTS1;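 active = inhibition above the mean inhibition across every tested compound plus 3 SD, cut at about 22% in these data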;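 also: 0% = DMSO only wells and the 100% control is not disclosed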
LMP1 NFkB inh: inhibitors of Epstein-Barr LMP1-induced NF-kappaB reporter; LMP1-induced NF-kappaB luciferase reporter cells, luminescence; inhibition, % at 12.5 µM; actives 0.69% (n = 350,000); in the data active = inhibition above about 41%;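 also: 0% = neutral control wells and 100% = reference inhibitor control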
NR5A2 inv ag: suppresses constitutive activity of human LRH-1; O00482; HEK293T StAR-luciferase reporter, LRH-1 transfected, 24 h; inhibition, % at 3.6 µM; actives 0.13% (n = 360,000); AID 602396;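 active = inhibition above the mean inhibition of all tested compounds plus 3 SD, cut at about 73% in these data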;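 also: 0% = DMSO wells and 100% = reporter-only cells lacking LRH-1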
TLR9-MyD88 inh: inhibitors of human TLR9-MyD88 binding. Q9NR96+Q99836. CHO BLA complementation TLR9-MyD88, CCF4 FRET ratio. AID 504734. actives 0.21% (n = 340,000). inhibition, % at 4.98 µM;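 active = inhibition above the mean over all tested compounds plus 3 SD, cut at about 21% in these data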;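 also: 0% = DMSO only wells and 100% = clavulanate BLA inhibitor control wells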
Target sequence (Q99836 whole entry, looked up): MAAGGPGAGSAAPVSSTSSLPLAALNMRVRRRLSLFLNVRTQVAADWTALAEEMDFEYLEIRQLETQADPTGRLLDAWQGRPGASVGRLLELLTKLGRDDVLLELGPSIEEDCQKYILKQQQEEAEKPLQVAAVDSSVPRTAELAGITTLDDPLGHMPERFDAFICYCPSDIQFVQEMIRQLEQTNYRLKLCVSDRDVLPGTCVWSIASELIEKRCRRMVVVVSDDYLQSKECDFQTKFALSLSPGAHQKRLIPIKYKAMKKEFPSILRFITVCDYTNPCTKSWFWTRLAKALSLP
Target sequence (Q9NR96 whole entry, looked up): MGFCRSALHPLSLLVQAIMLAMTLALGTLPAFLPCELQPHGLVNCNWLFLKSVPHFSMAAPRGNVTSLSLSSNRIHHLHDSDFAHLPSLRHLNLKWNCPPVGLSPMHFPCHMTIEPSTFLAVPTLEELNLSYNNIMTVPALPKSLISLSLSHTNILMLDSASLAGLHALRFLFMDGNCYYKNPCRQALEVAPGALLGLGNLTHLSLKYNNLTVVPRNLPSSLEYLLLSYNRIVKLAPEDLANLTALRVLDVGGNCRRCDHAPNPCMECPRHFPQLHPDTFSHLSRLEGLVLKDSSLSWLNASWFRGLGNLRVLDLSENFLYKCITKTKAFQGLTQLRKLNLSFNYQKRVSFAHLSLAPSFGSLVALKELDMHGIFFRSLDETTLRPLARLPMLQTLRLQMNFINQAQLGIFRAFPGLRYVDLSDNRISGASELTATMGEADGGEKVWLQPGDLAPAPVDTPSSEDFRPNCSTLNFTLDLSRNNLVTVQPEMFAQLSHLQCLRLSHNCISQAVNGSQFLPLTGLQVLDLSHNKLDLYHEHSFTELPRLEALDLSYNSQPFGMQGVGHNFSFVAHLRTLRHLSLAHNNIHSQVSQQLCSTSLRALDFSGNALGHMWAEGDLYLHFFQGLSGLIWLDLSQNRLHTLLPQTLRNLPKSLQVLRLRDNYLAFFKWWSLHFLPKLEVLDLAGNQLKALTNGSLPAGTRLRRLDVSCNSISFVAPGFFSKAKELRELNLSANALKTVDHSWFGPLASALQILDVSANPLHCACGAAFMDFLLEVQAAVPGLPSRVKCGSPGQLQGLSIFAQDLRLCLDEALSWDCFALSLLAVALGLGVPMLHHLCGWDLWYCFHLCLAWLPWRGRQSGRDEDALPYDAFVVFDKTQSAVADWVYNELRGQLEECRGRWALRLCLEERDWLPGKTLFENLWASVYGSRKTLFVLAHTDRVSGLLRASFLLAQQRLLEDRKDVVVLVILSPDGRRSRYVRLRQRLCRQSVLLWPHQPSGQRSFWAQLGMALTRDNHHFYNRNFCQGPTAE
NCOA1 inh: inhibits human SRC1 coactivator. inhibition, % at 3.6 µM. Q15788. HEK293 GAL4-SRC1 luciferase reporter, luminescence. actives 0.12% (n = 360,000);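 active = inhibition above the campaign mean plus 3 SD, with each screening campaign given its own cutoff, cut at about 60% in these data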;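 also: 0% = DMSO treated cells and 100% = gossypol at 36 µM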
MC4R barr agon: activates human MC4R beta-arrestin recruitment; P32245; U2OS MC4R beta-arrestin complementation, luminescence; percent of melanotan II response, DMSO zero; activation, % at 8.9 µM; actives 0.98% (n = 360,000);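 active = activation above a per-plate cutoff, the mean activation of sample wells on that plate plus 3 SD, cut at about 8% in these data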
* = called active by the depositor; . = not tested or not shown. Some of the compounds tested; the hit share may differ from the screen's.

SMILES	NCOA2 inhibitor	MC4R antag cAMP	NCOA3 inh	NOD2 RIPK2 PPI	NR2F2 inh	ABHD5 PLIN5 PPI	LMP1 NFkB inh	NR5A2 inv ag	TLR9-MyD88 inh	NCOA1 inh	MC4R barr agon
COCCNC(=O)C(c1ccc(Cl)cc1)N(C(=O)CCC(=O)Nc1ccccn1)C1CCCC1 (stereo not given)	-25	-3	-8	-5	-18	4	-2	14	3	17	-0.1
O=C(O)c1cccc(-n2nc(-c3ccc(Cl)c([N+](=O)[O-])c3)c3ccccc3c2=O)c1	-16	10	-28	-8	-6	-11	-1	1	-1	6	-2.1
CC(=O)c1cccc(NS(=O)(=O)c2ccc(C(=O)Nc3ccccc3)cc2)c1	20	3	31	-5	49*	-2	22	27	-2	-17	2.7
C/C(=N\NC(=O)c1cc(Br)ccc1O)c1ccccn1	19	12	-5	-20	2	8	4	-31	6	-9	0.2
COc1ccc(NC(=O)CN(C)C(=O)c2ccc(C)s2)cc1	-15	0	9	-1	-5	8	1	-29	-1	-13	-0.9
COc1cccc(NC(=O)Nc2ccc(F)cc2)c1	-39	-3	-59	-3	-17	-6	-3	-58	7	-36	1.4
C#CCC(NC(=O)c1ccc(C(F)(F)F)cc1)C(=O)NCCC (stereo not given)	12	3	3	-14	11	-9	-8	6	-7	-2	0.6
O=C1CSC(c2cccc(F)c2)N1c1ccccc1 (stereo not given)	-3	8	2	6	-2	0	0	2	11	-10	-1.6
C[C@H]1CN([C@@H](C)CO)S(=O)(=O)c2ccc(Br)cc2O[C@H]1CN(C)C(=O)Cc1ccccc1	6	4	18	-9	-16	1	-2	17	-2	12	-0.7
CC1(C(=O)NS(=O)(=O)c2ccccc2)CCN1C(=O)C1(c2ccc(Cl)cc2)CCC1 (stereo not given)	20	1	2	-13	6	3	.	20	.	3	1.9
CCc1ccc(NC(=O)Cn2ncc3c4ccccc4n(C)c3c2=O)cc1	8	-1	-8	2	4	5	-3	2	-2	-1	2.1
CN1CCN(Cc2nc(N)nc(Nc3ccc4c(c3)OCCO4)n2)CC1	-63	-1	-22	8	-42	6	-9	-29	4	-57	-0.6
CCCOc1cccc(C2/C(=C(/O)c3ccccc3)C(=O)C(=O)N2CCN(C)C)c1 (stereo not given)	-9	4	-9	-2	-6	4	-4	-8	-1	-4	-0.9
Nc1nnc(SCCN2C(=O)c3ccccc3C2=O)s1	5	4	2	-4	5	7	-11	-10	-4	6	-2.4
Cc1onc(-c2ccccc2)c1C(=O)N=C(N)c1ccc(Cl)cc1	6	0	17	-4	15	4	12	-1	-2	-47	0.1
CC1CC(CN)CC(CO)C1 (stereo not given)	8	17	16	-2	3	8	2	-6	-6	-15	-0.2
O=C(CCNc1cccc(Cl)c1)c1cccs1	-33	5	-26	-1	-23	3	-6	-26	-9	-22	-0.7
CCCCP(=O)(CCCC)c1ccccc1C(=O)O	-3	8	-1	-22	-18	6	-3	-5	-10	-30	-1.2
CCOc1ccccc1NC(=O)NC1CC2CCCC(C1)N2Cc1nnnn1CCc1ccccc1 (stereo not given)	2	14	11	1	0	9	29	19	-3	12	-0.8
COc1cccc(-c2c(NC(=O)c3ccco3)n(-c3ccc(C)cc3)nc(C)c2=O)c1	-1	7	12	-7	4	13	3	14	-2	-12	1.6

Compounds from the list above that have a COOH group (2):
SMILES	NCOA2 inhibitor	MC4R antag cAMP	NCOA3 inh	NOD2 RIPK2 PPI	NR2F2 inh	ABHD5 PLIN5 PPI	LMP1 NFkB inh	NR5A2 inv ag	TLR9-MyD88 inh	NCOA1 inh	MC4R barr agon
O=C(O)c1cccc(-n2nc(-c3ccc(Cl)c([N+](=O)[O-])c3)c3ccccc3c2=O)c1	-16	10	-28	-8	-6	-11	-1	1	-1	6	-2.1
CCCCP(=O)(CCCC)c1ccccc1C(=O)O	-3	8	-1	-22	-18	6	-3	-5	-10	-30	-1.2

7 compounds picked at random from the list so far, as already listed:
SMILES	NCOA2 inhibitor	MC4R antag cAMP	NCOA3 inh	NOD2 RIPK2 PPI	NR2F2 inh	ABHD5 PLIN5 PPI	LMP1 NFkB inh	NR5A2 inv ag	TLR9-MyD88 inh	NCOA1 inh	MC4R barr agon
CCc1ccc(NC(=O)Cn2ncc3c4ccccc4n(C)c3c2=O)cc1	8	-1	-8	2	4	5	-3	2	-2	-1	2.1
C#CCC(NC(=O)c1ccc(C(F)(F)F)cc1)C(=O)NCCC (stereo not given)	12	3	3	-14	11	-9	-8	6	-7	-2	0.6
CC(=O)c1cccc(NS(=O)(=O)c2ccc(C(=O)Nc3ccccc3)cc2)c1	20	3	31	-5	49*	-2	22	27	-2	-17	2.7
O=C1CSC(c2cccc(F)c2)N1c1ccccc1 (stereo not given)	-3	8	2	6	-2	0	0	2	11	-10	-1.6
CN1CCN(Cc2nc(N)nc(Nc3ccc4c(c3)OCCO4)n2)CC1	-63	-1	-22	8	-42	6	-9	-29	4	-57	-0.6
CCOc1ccccc1NC(=O)NC1CC2CCCC(C1)N2Cc1nnnn1CCc1ccccc1 (stereo not given)	2	14	11	1	0	9	29	19	-3	12	-0.8
O=C(CCNc1cccc(Cl)c1)c1cccs1	-33	5	-26	-1	-23	3	-6	-26	-9	-22	-0.7

Other structures:
SMILES	NCOA2 inhibitor	MC4R antag cAMP	NCOA3 inh	NOD2 RIPK2 PPI	NR2F2 inh	ABHD5 PLIN5 PPI	LMP1 NFkB inh	NR5A2 inv ag	TLR9-MyD88 inh	NCOA1 inh	MC4R barr agon
C1CCCC(N2CCNCC2)CC1	-20	21	2	-2	-5	-6	10	-2	-12	-23	1.8
COc1ccc(NC(=O)COC(=O)c2ccc(N3CCCC3=O)cc2)cc1	11	7	5	10	-3	8	-4	32	-9	-19	-1.9
COC(=O)c1ccc(C(=O)NC2CCCN(Cc3ccc(Cl)cc3)C2)nc1 (stereo not given)	-2	-10	-17	1	-6	0	0	11	0	-2	1.1
CC(C)CC(=O)c1c[nH]c(C(=O)NCCc2ccccn2)c1	-17	2	-13	-2	12	8	-11	-15	5	-18	-1.0
O=C(Nc1ccc(Cl)c(S(=O)(=O)N2CCOCC2)c1)c1ccc(Cl)nc1	-2	6	0	3	44*	4	8	13	14	18	0.4
O=C(NCc1ccco1)c1sc2cc(Cl)ccc2c1Cl	-2	22	-20	-3	-30	12	-19	-26	-5	-36	1.8
CN1CCN(C(=O)C2=C[C@@H](c3coc4ccccc4c3=O)C[C@@H](OCCCCO)O2)CC1	-16	2	-2	-4	12	13	5	11	8	-32	0.3
O=C(CSc1ccccc1)NC1CCCCCC1	-46	13	-40	-14	-4	1	-20	-53	9	-41	-1.8
O=C(c1ccc2n[nH]nc2c1)N1CCN(c2ccc(C(F)(F)F)cn2)CC1	6	11	11	0	-2	0	13	-12	2	-3	1.3
Cc1ccc([C@@H]2[C@@H]3C(=O)N(c4ccccc4)C(=O)[C@@H]3[C@]3(C)C(=O)N(Cc4ccccn4)CC(=O)N23)o1	-22	-1	2	-5	-13	-3	0	12	-5	-5	-0.9
Cc1ccc(S(=O)(=O)N(C)CCCC(=O)n2nc(C)cc2C)cc1	12	7	-2	0	1	0	-5	-12	-4	-6	-1.7
COC(=O)c1ccccc1S(=O)(=O)NC(=O)c1ccccc1	15	12	-11	-11	-5	-4	-5	-18	-1	-12	0.5
COCCNC(=O)C(c1ccco1)N(C(=O)Cn1nnc2ccccc21)c1cc(C)ccc1C (stereo not given)	-3	11	12	-6	-7	3	3	10	-2	-7	-2.6
COC(=O)c1ccc(S(=O)(=O)c2ccc(Cl)cc2)c(N)c1	-1	15	10	-17	17	-6	1	8	0	6	3.6
N#Cc1ccc(C(=O)N2CCCCC2c2cc(C(=O)Nc3ccccc3Cl)no2)cc1 (stereo not given)	-16	12	-4	-3	2	0	.	-11	.	-1	2.0
COc1ccccc1-c1coc2c(CN3CCN(C)CC3)c(O)ccc2c1=O	-3	2	6	1	-10	5	6	10	-3	7	-2.6
COc1ccc(CC(=O)OCC(=O)Nc2cccnc2Cl)cc1OC	-38	4	3	-2	3	-5	0	-2	5	-38	-0.4
O=C(Nc1ncccc1O)c1ccc2c(c1)OCO2	-87	-2	-60	-4	-4	3	25	-48	4	-89	0.3
Cc1ccccc1NC(=O)N1CCC(C(=O)c2ccc(F)cc2)CC1	-3	11	13	-1	3	1	9	3	2	1	0.2
O=C(COC(=O)CSc1ccc(Cl)cc1)NCCc1ccccc1	10	3	-22	5	11	7	-5	5	0	2	0.7
O=C1NCCCCC1NS(=O)(=O)c1cccc2ccccc12 (stereo not given)	-7	11	1	-3	17	11	17	-20	13	1	-1.2
Cc1c(/C=N/NC(=O)C(C)(C)Oc2ccc(Cl)cc2)cnn1C	-12	21	16	4	9	-6	-11	24	10	4	-0.8
COc1ccc(C(=O)NC2CCCc3ccccc32)c(OC)c1OC (stereo not given)	5	8	-1	-5	2	-4	2	0	-5	14	-0.5
Cc1cc2cc(CCNC(=O)C(=O)c3c[nH]c4ccccc34)c(=O)[nH]c2cc1C	10	-8	4	2	2	8	2	21	-1	6	1.6
O=C(COC(=O)c1cn(-c2ccccc2)nc1-c1ccccc1)c1cccc([N+](=O)[O-])c1	-17	6	-1	-3	0	-3	1	0	-3	3	0.5
O=C(CNC(=O)c1ccco1)Nc1ccc(OC(F)F)cc1	-26	0	11	3	0	7	2	16	7	5	-0.1
COc1ccc(N=C(C)C2=C(O)COC2=O)cc1	-16	-5	23	-2	9	4	-5	5	0	-28	-1.6
CN1CCN(Cc2c(C(=O)N3CCc4ccccc4C3)nc3ccc(Cl)cn23)CC1	-23	-1	17	-10	20	11	-2	14	-10	-3	-0.7

Reformatted: 2 of the compounds above
| structure | NCOA2 inhibitor | MC4R antag cAMP | NCOA3 inh | NOD2 RIPK2 PPI | NR2F2 inh | ABHD5 PLIN5 PPI | LMP1 NFkB inh | NR5A2 inv ag | TLR9-MyD88 inh | NCOA1 inh | MC4R barr agon |
| --- | --- | --- | --- | --- | --- | --- | --- | --- | --- | --- | --- |
| COc1ccc(C(=O)NC2CCCc3ccccc32)c(OC)c1OC (stereo not given) | 5 | 8 | -1 | -5 | 2 | -4 | 2 | 0 | -5 | 14 | -0.5 |
| O=C(CNC(=O)c1ccco1)Nc1ccc(OC(F)F)cc1 | -26 | 0 | 11 | 3 | 0 | 7 | 2 | 16 | 7 | 5 | -0.1 |
